Screening results as filed in PubChem BioAssay.
Tn7 DDE FP: inhibitors of Tn7 peptide binding to fibrin DD(E), primary screen, biochemical, fluorescence polarization, human fibrin, Tn7 probe | Fibrinogen beta chain (Homo sapiens), P02675 | FP displacement of FITC-Tn7 peptide from fibrin DD(E); 0% = median of compound wells per plate | inhibition, % at 8.3 µM | hit rate 0.13% among 370,000 | AID 720508, 2013;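 active means inhibition above the mean of compounds falling within the control limits plus 3 SD of them, cut at about 14% in these data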;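 further: 0% = plate median of compound wells and 100% = 10 µM Aha-Tn7 peptide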
Target sequence (P02675 whole entry, looked up): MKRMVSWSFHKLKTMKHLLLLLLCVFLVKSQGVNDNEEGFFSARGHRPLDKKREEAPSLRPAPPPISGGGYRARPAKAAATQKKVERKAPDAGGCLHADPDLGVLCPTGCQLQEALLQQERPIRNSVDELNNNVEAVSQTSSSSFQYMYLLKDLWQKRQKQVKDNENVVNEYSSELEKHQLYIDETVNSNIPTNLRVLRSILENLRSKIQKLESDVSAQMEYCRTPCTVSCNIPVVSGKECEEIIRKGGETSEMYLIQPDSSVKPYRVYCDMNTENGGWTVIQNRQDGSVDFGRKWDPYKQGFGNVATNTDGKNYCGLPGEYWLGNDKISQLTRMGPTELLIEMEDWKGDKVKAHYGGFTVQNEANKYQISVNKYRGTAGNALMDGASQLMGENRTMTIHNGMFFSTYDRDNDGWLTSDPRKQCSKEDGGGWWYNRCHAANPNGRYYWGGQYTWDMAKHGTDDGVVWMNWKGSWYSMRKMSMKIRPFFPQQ
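Test system: human clot-derived fibrin DD(E) complex / Quantity: 2 µM final DD(E) protein / Incubation: 10 min plus 3 h, room temperature / Measured by: fluorescence polarization / Benchmarks: high control of 10 µM Aha-Tn7 peptide / Replicates: singlicate testing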
ADAM17 inh: ADAM17 inhibitors, primary screen, biochemical, QFRET; inhibition, % at 6.95 µM; Disintegrin and metalloproteinase domain-containing protein 17 (Homo sapiens), P78536; recombinant ADAM17, EDANS/DABCYL FRET peptide cleavage; hit rate 0.83% among 370,000;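 active means inhibition above the mean of compounds lying between control limits plus 3 SD, set per campaign, cut at about 8.5% in these data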;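 further: 0% = DMSO-only wells as the low control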
ADAM10 inh: human ADAM10 inhibitors, primary screen, biochemical, QFRET, HTS; Disintegrin and metalloproteinase domain-containing protein 10 (Homo sapiens), O14672; recombinant ADAM10, EDANS/DABCYL FRET peptide cleavage, 3 h; inhibition, % at 7 µM; hit rate 0.62% among 370,000;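 active means inhibition above a per-campaign cutoff equal to the mean of compounds falling between control-based bounds plus 3 SD, cut at about 20% in these data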;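 further: 0% = DMSO wells while the 100% control is not disclosed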
LEDGF integ inh: blockers of LEDGF/p75-dependent integrase strand transfer – biochemical, TR-FRET, high throughput, primary screen. HIV-1 integrase (with human LEDGF/p75). TR-FRET IN-LEDGF/p75 DNA integration, Eu/Cy5. inhibition, % at 3.7 µM. hit rate 0.64% among 370,000. AID 743269, 2014;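 active means inhibition above the screen-wide mean plus 3 SD, cut at about 13% in these data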;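 further: signal is the Cy5 over europium emission ratio at 671 and 618 nm; 0% = plate median of compound wells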
Tn6 DDE FP: inhibitors of Tn6 peptide binding to fibrin DD(E), primary screen, biochemical, fluorescence polarization, human fibrin, Tn6 probe; Fibrin DD(E) TRITC-Tn6 fluorescence polarization displacement; inhibition, % at 8.3 µM; hit rate 0.21% among 370,000;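 active means inhibition above a per-campaign cutoff: mean of compounds within control limits plus 3 SD, cut at about 15% in these data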;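 further: 0% = median of all compound wells on the plate and 100% = blocking peptide control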
proKLK7 act: proKLK7 zymogen activators, primary screen, biochemical, fluorescence intensity; Kallikrein-7 (Homo sapiens), P49862; purified proKLK7, EDANS-DABCYL substrate fluorescence; 100% is mature enzyme control, 0% vehicle; activation, % at 7 µM; hit rate 0.9% among 370,000;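 active means activation above the mean of all tested compounds plus 3 SD, computed per campaign excluding outliers beyond control limits, cut at about 13% in these data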
ARFGAP1 inhibitor: inhibitors of rat ARFGAP1 GAP activity, primary screen, biochemical, fluorescence polarization, GDP tracer | ADP-ribosylation factor GTPase-activating protein 1 (Rattus norvegicus), Q62848 | Arfgap1-stimulated ARF1 GTP hydrolysis, GDP FP detection | inhibition, % at 16.5 µM | hit rate 0.26% among 360,000 | AID 651572, 2012;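 active means inhibition above a per-plate limit, mean inhibition of low control wells plus 3 SD, cut at about 25% in these data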;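 further: 0% = DMSO wells with enzyme and 100% = wells lacking Arfgap1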
Target sequence (Q62848 1-136 limits assumed): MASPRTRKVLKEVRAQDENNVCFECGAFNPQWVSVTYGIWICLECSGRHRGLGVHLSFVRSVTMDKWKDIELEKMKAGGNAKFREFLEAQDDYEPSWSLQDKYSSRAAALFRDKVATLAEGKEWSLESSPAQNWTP
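System: truncated rat Arfgap1 GAP domain / Medium: HEPES-based buffer, pH 7.5 / Also added: N-terminally truncated human ARF1-GTP substrate / Incubation: enzyme reaction 120 min at 25 °C after 20 min preincubation / Measured by: FP of antibody-bound GDP Alexa 633 tracer, ex 620/em 688 nm / Replicates: singlicate, each compound tested once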
ASAP1 inh: inhibitors of human ASAP1 ArfGAP activity, primary screen, biochemical, fluorescence polarization; ASAP1-stimulated ARF1 GTP hydrolysis, GDP FP detection; inhibition, % at 16.5 µM; hit rate 0.19% among 360,000; AID 624377, 2012; in the data active means inhibition above about 25%;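 further: 0% = vehicle with enzyme and substrate and 100% = no enzyme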
Target sequence (Q9ULH1 325-724 limits assumed): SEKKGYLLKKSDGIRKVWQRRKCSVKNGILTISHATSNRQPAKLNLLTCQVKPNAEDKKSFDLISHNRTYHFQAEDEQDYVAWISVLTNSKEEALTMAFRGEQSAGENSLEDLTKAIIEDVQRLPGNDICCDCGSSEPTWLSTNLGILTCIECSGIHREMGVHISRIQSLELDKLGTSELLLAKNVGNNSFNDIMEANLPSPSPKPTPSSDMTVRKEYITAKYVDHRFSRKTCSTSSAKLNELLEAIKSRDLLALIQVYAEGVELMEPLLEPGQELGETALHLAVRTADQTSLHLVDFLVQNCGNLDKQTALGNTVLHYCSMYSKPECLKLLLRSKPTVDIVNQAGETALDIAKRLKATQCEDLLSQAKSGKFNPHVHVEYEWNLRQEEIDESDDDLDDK
TDP2 absorb: human TDP2 enzyme inhibitors, primary screen, biochemical, epi absorbance, recombinant enzyme; Tyrosyl-DNA phosphodiesterase 2 (Homo sapiens), O95551; AID 720702, 2013; T5PNP hydrolysis, p-nitrophenol absorbance 415 nm; hit rate 0.34% among 370,000; inhibition, % at 12.8 µM;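 active means inhibition above the mean of all tested compounds plus 3 SD, set per campaign, cut at about 25% in these data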;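 further: 0% = DMSO with enzyme and 100% = buffer with substrate but no TDP2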
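Read-out basis: percent inhibition. System: recombinant human TDP2. Buffer or medium: Mg2+-containing Tris-HCl buffer, pH 7.5. Repeats: single replicate. Timing: reaction 2 h, 37 °C. Benchmarks: high control without enzyme, low control DMSO plus TDP2. Probe or stimulus: 5 mM T5PNP. Doses: 12.8 µM only. Measured by: epi absorbance of p-nitrophenol freed from T5PNP by hydrolysis.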
PLC-gamma1 inh: PLC-gamma1 enzyme inhibitors, primary screen, biochemical, fluorescence, purified enzyme; 1-phosphatidylinositol 4,5-bisphosphate phosphodiesterase gamma-1 (Homo sapiens), P19174; fluorogenic substrate; inhibition, % at 12.2 µM; hit rate 0.84% among 370,000; AID 720700, 2013; in the data active means inhibition above about 9.5%
The depositor's hits bear a star; . = not tested or not shown.

SMILES	Tn7 DDE FP	ADAM17 inh	ADAM10 inh	LEDGF integ inh	Tn6 DDE FP	proKLK7 act	ARFGAP1 inhibitor	ASAP1 inh	TDP2 absorb	PLC-gamma1 inh
O=C(CCNC(=O)c1ccc([N+](=O)[O-])cc1)N/N=C/c1ccc(F)cc1	1	2	-1	0	7	0.3	7	12	5	-2
OC(COc1c(F)cc(Br)cc1F)CN1CCN(c2ccc(F)cc2)CC1 (stereo unspecified)	-7	6	-5	0	-12	-0.2	13	-8	-7	3
COc1cccc(NC(=O)c2cc(Cl)nnc2Cl)c1	4	-4	4	-3	-3	0.1	8	0	-9	1
COc1cccc(C(=O)Nc2ccc3c(c2)OC[C@H](C)N(CCc2ccccc2)C[C@@H](C)[C@@H](OC)CN(C)C3=O)c1	0	-2	-4	-4	4	-0.6	-3	-4	-4	1
O=C(CSc1nnc(NC(=O)C2CC2)s1)Nc1ccc2c(c1)OCCO2	0	0	4	2	-2	0.0	7	7	13	0
COc1cccc(NC(=O)N2CCN(c3cccc(C)c3C)CC2)c1	8	-4	-4	-1	-2	0.2	-6	2	-9	-4
COc1ccc2c(c1)[nH]c1c(Cl)ncnc12	1	-21	-74	5	-8	0.0	0	-5	7	-23
O=C(O)c1cccc(S(=O)(=O)Nc2ccc3oc(=O)sc3c2)c1	3	0	2	-1	0	0.0	7	-6	-3	1
O=C(COC(=O)c1cc[n+]([O-])cc1)Nc1cccc(Cl)c1Cl	4	-3	-9	-7	2	-0.1	2	7	-4	2
O=C1C2CC=C(Cl)CC2C(=O)N1CCCCCCN1C(=O)C2CC=C(Cl)CC2C1=O (stereo unspecified)	-1	2	1	5	-1	1.2	1	1	-6	-44
O=C(O)C1CCN(S(=O)(=O)c2cccs2)CC1	1	-2	2	1	8	-0.1	-3	0	23	0
CCNC(=O)C1(C)CCCN(C(=O)C2(c3ccc(Cl)cc3)CCCC2)C1 (stereo unspecified)	-5	3	6	2	6	-0.2	15	5	-14	9
CCOc1ccc(NC(=S)Nc2ccc(C)c([N+](=O)[O-])c2)cc1	7	3	14	2	1	-0.3	2	1	5	3
O=C(c1cn(-c2ccccc2)nc1-c1ccc(Br)cc1)N1CCOCC1	-6	1	8	2	-1	-0.1	-5	-2	-7	3
CN(CC(=O)Nc1ccccn1)S(=O)(=O)c1ccc(Cl)cc1	-4	-4	-6	-1	1	0.3	17	14	-10	-1
O=S1(=O)c2c(NCc3ccco3)cccc2Oc2ccccc2CN1Cc1cn(Cc2ccccc2C(F)(F)F)nn1	4	-2	-10	2	-5	-2.0	.	.	12	-33
Cc1n[nH]c(=S)n(NC(=O)/C=C/C(=O)Nn2c(=S)[nH]nc(C)c2=O)c1=O	1	-7	-15	14*	2	-0.2	8	-3	2	-2
Cc1cc(C(=O)CSc2cccc[n+]2[O-])c(C)n1-c1ccc(OC(F)F)cc1	6	-2	0	1	-1	0.2	-4	8	12	-3
CSc1ccc(/C=C(\NC(=O)c2ccccc2)C(=O)NCCN2CCOCC2)cc1	3	-5	-2	0	-3	0.4	-7	14	-11	-7
O=C(CN1CCN(S(=O)(=O)c2ccc(Br)s2)CC1)NC1CCCCC1	1	-10	-2	2	-9	0.4	3	5	0	-1
C=CCOc1ccc(/C=C2\SC(=Nc3cccnc3)NC2=O)cc1	-3	1	6	5	3	0.3	1	15	11	-1
COc1ccc(-c2c(C#N)c(SCC(=O)c3cc4ccccc4oc3=O)nc(C)c2C(=O)Nc2ccccc2)cc1	-6	5	3	2	2	-0.7	-4	16	-1	4
CCc1nc2c(cnn2-c2ccc(Cl)cc2)c(=O)n1-c1ccc2c(c1)OCCO2	-5	-1	-1	-1	2	-0.3	0	9	-1	5
O=C(Nc1cccnc1)/C(N=Nc1cccnc1)=C(\O)c1ccccc1	7	1	2	1	5	0.0	1	-5	-13	3
Cc1cccc(NN=C2c3ccccc3-c3ccccc32)c1	0	-1	1	-1	-1	8.8	1	0	-2	0
Cc1cc(N2C(=O)C3CCC(c4ccccc4)CC3C2=O)no1 (stereo unspecified)	10	2	6	0	1	0.3	-9	-11	10	5
CC(=O)N1CCc2cc(S(=O)(=O)NC3CCCc4ccccc43)ccc21 (stereo unspecified)	1	1	7	0	2	0.0	-11	-10	7	1
Cc1cccc(C)c1NC(=O)COC(=O)CCc1ccc(S(=O)(=O)N2CCCCC2)cc1	-4	3	2	5	4	-0.4	-2	-5	-23	5
O=C(Nc1ccccc1)/C(=C/c1cccc(Br)c1)NC(=O)c1ccco1	-4	-3	-3	-3	3	-0.5	16	-10	8	-1
Cc1sc2nc(CN3CCOCC3)nc(NS(=O)(=O)c3ccccc3)c2c1C	-4	-1	0	-1	5	-0.3	-1	12	-3	-9
COc1ccc(NC(=O)c2cn3c(nc4ccccc43)c(C#N)c2C)cc1	5	-3	-37	2	1	-0.1	-1	-6	4	-9
CCOC(=O)c1ccc(-c2ccc(/C=C(\C#N)C(=O)NCc3cccs3)o2)cc1	0	-6	-5	3	-9	-0.6	11	7	-1	1
C/C(=N\N1CCN(c2ccccc2)CC1)c1ccco1	-3	-4	-9	-3	-3	-0.2	3	-10	2	-2
O=C1C2C(C(=O)N1/N=C/c1cc([N+](=O)[O-])ccc1O)C1C=CC2C12CC2 (stereo unspecified)	1	0	5	1	2	-0.1	-3	-4	0	-1
Cc1cc(C(=O)Nc2cccc(-c3ccc(N4CCOCC4)nn3)c2)ccc1[N+](=O)[O-]	0	3	7	5	-2	0.3	-2	10	-9	2
CCN(CC)CCNC(=O)c1ccc(NC(=O)COc2ccc3c(c2)CCC3)cc1	-1	-1	-4	2	-6	0.3	11	4	0	1
NC(Cc1ccc(F)cc1)c1csc(Nc2cc(Oc3ccccc3)ncn2)n1 (stereo unspecified)	-4	0	3	7	-1	-0.7	9	8	2	3
COc1ccc(CCNS(=O)(=O)c2ccc3c(c2)n(C)c(=O)c(=O)n3C)cc1OC	0	0	-2	3	-4	0.6	-13	-5	7	0
Cc1ccc(Cl)cc1NC(=O)COC(=O)CC(C)(C)C	-2	-2	0	0	0	0.1	7	-9	-1	0
C=CCN(c1ccccc1)S(=O)(=O)c1ccc2c(c1)NC(=O)C(C)S2 (stereo unspecified)	5	1	9	5	-8	0.0	0	19	12	0
Cc1cc(=O)oc2cc(OCCSCCN3CCCCC3)ccc12	7	-55	-150	-2	-7	-2.0	3	0	-5	-43
Cc1ccc(CONC(=O)c2ccc([N+](=O)[O-])cc2)cc1	0	-2	2	4	-12	0.0	4	-18	-1	-2
CC(C)Cc1nnc(NC(=O)c2ccc([N+](=O)[O-])cc2)s1	-1	3	1	-5	-3	0.5	-1	11	-3	3
CC1=C(C(=O)Nc2ccc(C)cc2C)C(c2cccc(Cl)c2)n2nc(C(=O)OC(C)C)nc2N1 (stereo unspecified)	-1	4	-3	3	0	0.4	7	7	-11	3
C[C@@H](CO)N(Cc1cn(Cc2ccccc2)nn1)S(=O)(=O)c1ccc(F)cc1Br	-6	-1	-7	0	-6	0.1	.	.	-3	2
O=C(NCC(c1ccco1)N1CCN(c2ccccc2F)CC1)C(=O)NC1CCCCC1 (stereo unspecified)	-6	6	-1	3	5	0.4	5	5	-10	9.5*
CCCn1c(SCCC(=O)O)nc2ccccc21	3	-3	-1	-5	-8	0.2	-9	4	0	0
Cc1ccc([C@H]2N[C@]3(CCCN(Cc4ccccc4)C3=O)[C@H]3C(=O)N(C)C(=O)[C@@H]23)cc1	-2	-4	-8	1	5	-0.5	1	-7	-4	1
Cc1cc(C)n(-c2nc3c(c(=O)[nH]c(=O)n3C)n2CC(O)COc2ccccc2)n1 (stereo unspecified)	1	-5	-1	-1	2	-0.3	-3	5	-3	-1
CCc1ccc(N2CC(C(=O)Nc3nccs3)CC2=O)cc1 (stereo unspecified)	3	-2	-1	2	-9	-0.2	1	9	4	4
CCc1ccc(NC(=O)C(=O)NCCN2CCN(C(=O)c3ccc(OC)cc3)CC2)cc1	1	-3	-6	2	6	-0.8	-5	-10	-11	6
COc1ccc(C(C(=O)NCc2ccccc2)N(Cc2cccnc2)C(=O)c2snc(C(N)=O)c2N)cc1OC (stereo unspecified)	-4	-43	-115	1	-11	0.8	7	14	-2	-31
COc1cccc(NC(=O)CNCc2ccccc2)c1	4	1	-3	-2	8	-0.4	-8	-9	2	2
CCCc1nnc(SCC(=O)N2CCOCC2)n1CCCOC	5	0	0	-1	6	-0.2	-2	2	14	2
OCCNCC(O)Cn1c2ccccc2c2ccccc21 (stereo unspecified)	0	-7	-12	-5	7	-0.5	-3	-1	4	0
CC(=O)c1ccc(Nc2nc(C(N)Cc3ccc(Cl)cc3)cs2)cc1 (stereo unspecified)	-3	-11	-43	3	5	-0.4	2	6	-1	-140
Cc1cc(/C=N\O)c(C)n1-c1ccncc1	-7	-4	-6	0	1	0.5	4	1	-4	-3
COc1ccc(C(=O)COC(=O)CCn2c(C)csc2=O)c(OC)c1	2	3	7	5	1	0.3	11	-11	0	7
COC(=O)c1ccc(Oc2cc(C)nc(NCc3ccccc3)n2)cc1	-1	0	-3	3	-3	-0.4	-5	4	-7	2
CCCCC1CCC(C(=O)NCC(c2ccco2)N2CCOCC2)CC1 (stereo unspecified)	0	-4	-4	1	2	-0.1	-1	-1	-1	2

Reprinted at random: two records from the list.
SMILES	Tn7 DDE FP	ADAM17 inh	ADAM10 inh	LEDGF integ inh	Tn6 DDE FP	proKLK7 act	ARFGAP1 inhibitor	ASAP1 inh	TDP2 absorb	PLC-gamma1 inh
CC(=O)c1ccc(Nc2nc(C(N)Cc3ccc(Cl)cc3)cs2)cc1 (stereo unspecified)	-3	-11	-43	3	5	-0.4	2	6	-1	-140
O=C(NCC(c1ccco1)N1CCN(c2ccccc2F)CC1)C(=O)NC1CCCCC1 (stereo unspecified)	-6	6	-1	3	5	0.4	5	5	-10	9.5*

This is a random part of the collection (roughly 4.2% active in at least one column).
